Screening data: PubChem, several laboratories
P. falciparum M17LAP: P. falciparum M17LAP inhibitors, primary screen, biochemical, fluorogenic H-Leu-NHMec substrate, 1536-well (AID 1619). recombinant M17LAP, H-Leu-NHMec fluorogenic kinetic assay; higher % means a stronger effect. one-dose inhibition, % at 30 µM; IC50 in µM for titrated hits. hit rate 0.38% among 220,000;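 active = compound inhibiting the enzyme by more than half at any dose during confirmatory dose-response retesting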;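 note: plate controls were full reaction with DMSO carrier for no effect and no enzyme background for full effect; strong numbers were not always called active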
Autophagy HCS: alters autophagy in cells; MEF GFP-LC3 puncta imaging; test concentration mostly 10 µM; calls only at 10 µM (by protocol); hit rate 0.98% among 190,000;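 active = percentage of spot-positive cells more than 3 SD above its plate mean, without a fluorescence outlier flag or 80% toxicity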;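 note: spot-positive cell cutoff set from DMSO-treated cells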
Dynein transport: dynein cargo transport inhibition; z-score, hits read low; AID 1381; 3617.4 mouse cells, GR-EGFP nuclear translocation imaging; test concentration mostly 20 µM; stimulated with dexamethasone, 1 µM; active compounds read low; hit rate 0.47% among 220,000;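 active = plate z-score of nuclear minus cytoplasmic receptor signal below a set negative limit, without overly bright fluorescence or cell loss, cut at about -3.5 in these data, passing the limit was not always enough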;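 note: z-score of nuclear minus cytoplasmic ring GR-EGFP intensity difference per well; some compounds called inactive have numbers as strong as hits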
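medium = tetracycline-free induction medium containing charcoal-stripped FBS | also added = 1.0 µM final dexamethasone stimulus | schedule = 48 h induction, 1 h compound, 30 min dex at 37 °C | technique = fixed, Hoechst-stained cells imaged at 10x for EGFP | measure = GR-EGFP nuclear translocation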
T cell modulator: modulates CD8 T cell binding to vesicles. AID 2052. 2C CD8+ T cell-vesicle binding, flow cytometry; active compounds read low. hit rate 0.068% among 330,000. calls only at 7 µM;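 active = response, share of CD8 T cells binding vesicles, and their 90th percentile fluorescence all below set limits, cut at about 80% in these data, passing the limit was not always enough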
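Assay system: 2C TCR transgenic mouse naive CD8+ T cells, MACS-purified | Read-out: CD8+ gate FL2 mean fluorescence as % of same-row positive control | Signal: High-throughput flow cytometry with anti-B7-1 and anti-CD8 staining | Timing: Binding step 1.5 h, 37 °C, antibody labelling 20 min, ice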
MT stabilize HCS: stabilizes microtubules in HeLa cells | hit rate 0.83% among 200,000 | AID 2205 | HeLa tubulin immunostaining HCS, 24 h; share of cells brighter than vehicle mean+2SD | % tubulin-high responders, % at 10 µM;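 active = plate Z-score above 3 for both tubulin-high and condensed-nucleus cell shares, with cell loss under 80%, at 10 µM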;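 note: anti alpha tubulin signal scored within the nucleus-defined area of each cell; some results filed as inactive read as strong as hits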
P. falciparum M1AAP: P. falciparum M1AAP inhibitors, biochemical, fluorogenic H-Leu-NHMec substrate, 1536-well (AID 1445); recombinant M1AAP, H-Leu-NHMec fluorogenic kinetic assay; higher % means a stronger effect; inhibition, % at 30 µM; hits with a dose series show IC50 in µM; hit rate 0.42% among 220,000;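 active = primary inhibition above the hit cutoff, then over 50% inhibition at one or more dose response concentrations, cut at about 23% in these data, passing the limit was not always enough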;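 note: plate controls were DMSO full reaction for no effect and no enzyme background for full effect; strong numbers were not always called active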
WT yeast gro inh: growth inhibition of WT yeast, mitochondrial fusion screen | mitochondrial fusion phenotypic screen, WT strain | inhibition, % at 10 µM | hit rate 2.1% among 190,000; in the data active = inhibition above about 58%; tested in S. cerevisiae
Yfh1-off respiration: enhancers of respiration in Yfh1-depleted yeast, dose response, Friedreich's ataxia, plus single-dose screen (AID 1465); S. cerevisiae Yfh1-off respiration, WST-1 reduction, 72 h; higher fold induction means a stronger effect; one-dose fold induction at 50 µM; EC50 in µM for titrated hits; hit rate 0.074% among 220,000;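 active = fold induction of absorbance versus untreated yeast above a set limit, then at least 30% activation at any dose in follow-up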;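 note: activators that raise dye reduction in frataxin-depleted yeast; strong numbers were not always called active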
b-catenin transl: alters nuclear translocation of beta-catenin in HeLa cells; immunofluorescence imaging; nuclear translocation activity, % at 5 µM; hit rate 0.3% among 190,000; AID 1665;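 active = nuclear translocation activity above 50% at 5 µM, with a well cell count of 50 or more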;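 note: per-cell ratio of nuclear to cytoplasmic median beta-catenin stain intensity; plate controls were DMSO negative control for no effect and GSK-3 inhibitor IX positive control for full effect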
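test system = HeLa cells, endogenous beta-catenin | dosing = single 5 µM dose plus 0.02–20 µM confirmation series | times = compound treatment 24 h, 37°C, 5% CO2 | technique = beta-catenin immunofluorescence imaging with DAPI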
WT yeast gro inh mutant strain: second read-out of WT yeast gro inh, no call of its own (marks repeat the call); inhibition, %; mitochondrial fusion phenotypic screen, mutant strain inhibition
Dynein transport cytoplasmic EGFP: second read-out of Dynein transport, no call of its own (marks repeat the call); z-score; measured here: cytoplasmic GR-EGFP intensity; active compounds read high
Dynein transport nuclear GR-EGFP: recorded beside Dynein transport, whose call it bears; z-score; measured here: nuclear GR-EGFP intensity;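 lower value marks the stronger effect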
Dynein transport cell count: also measured in Dynein transport; calls as there; z-score; measured here: cell count per field
b-catenin transl cell count 5 µM: recorded beside b-catenin transl, whose call it bears; cell count; measured here: cell count, cytotoxicity flag
T cell modulator vesicle-bound %: recorded beside T cell modulator, whose call it bears; double positive events, %; measured here: CD8+ vesicle-bound cell fraction;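 binding gate set so that unloaded-vesicle control wells show 10% double positive cells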
MT stabilize HCS Hoechst-high %: further read-out of MT stabilize HCS, marked with its call; % Hoechst-high responders; measured here: nuclear condensation Hoechst responders;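 share of cells brighter than vehicle mean plus two SD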
MT stabilize HCS cytotoxicity %: also measured in MT stabilize HCS; calls as there; toxicity, %; measured here: cytotoxicity by cell density;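 0% = mean cell density of plate MIN control wells and 100% = no cells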
Autophagy HCS cell loss 18 h: also measured in Autophagy HCS; calls as there; toxicity, %; measured here: cell loss, nuclei count;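 cell loss after 18 h compound exposure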
Starred values were filed as active, the others as inactive; i = inactive; x = no result given; + = active, no number. Compounds as they come; overall some 4.4% were active at least once.

SMILES	P. falciparum M17LAP	Autophagy HCS	Autophagy HCS cell loss 18 h	Dynein transport	Dynein transport cytoplasmic EGFP	Dynein transport nuclear GR-EGFP	Dynein transport cell count	T cell modulator	T cell modulator vesicle-bound %	MT stabilize HCS	MT stabilize HCS Hoechst-high %	MT stabilize HCS cytotoxicity %	P. falciparum M1AAP	WT yeast gro inh	WT yeast gro inh mutant strain	Yfh1-off respiration	b-catenin transl	b-catenin transl cell count 5 µM
Cc1ccc(NC(=O)C2CCCN2S(=O)(=O)c2ccc3c(c2)CCC(=O)N3)cc1Cl (stereo unspecified)	-6%	i	-3	1.1	-0.13	0.97	-0.59	i	42	3.2	2.5	7.0	3%	13	1	i	x	x
CCOC(=O)c1cccc(NC(=O)CSc2nnc(-c3ccncc3)n2CCCOC)c1	3%	i	1	-0.06	-0.25	0.25	0.82	i	33	2.0	2.1	17	1%	-6	1	i	-2.6	892
Cc1cccc(OCc2nnc(SCC(=O)N3CCc4ccccc43)n2C)c1	-6%	i	29	1.4	-0.11	0.45	0.4	i	12	3.6	2.4	15	1%	11	-16	i	-2.1	1207
COCCCNC(=O)Cn1c(=O)n(Cc2ccc(C(=O)NCCc3ccc(OC)c(OC)c3)cc2)c(=O)c2ccccc21	-3%	i	-4	0.96	-0.28	0.25	-1.8	i	18	2.4	3.0	1.3	9%	-9	11	i	-0.7	1088
Cc1ccc(C(=O)Nc2ccc(O)cc2C(=O)O)cc1	17%	i	-8	0.087	-0.071	0.23	-0.082	i	12	1.2	0.5	6.3	5%	3	16	i	-2.2	1177
CN(C)c1ccc(/C=N/NC(=O)c2ccc(NC(=O)c3ccccc3)cc2)cc1	-2%	x	x	-1.5	-0.27	-0.15	0.73	i	31	x	x	x	6%	x	x	i	0.6	1300
COc1ccccc1-n1cnc2cc(NS(=O)(=O)c3ccc(Br)cc3)ccc21	6%	i	4	-0.32	0.36	-0.011	0.69	i	13	1.0	1.0	4.1	-2%	4	-2	i	x	x
O=C1C2C3C=CC(C4CC34)C2C(=O)N1/N=C/c1c[nH]c2ccccc12 (stereo unspecified)	-2%	i	18	-0.29	-0.31	0.051	0.01	i	41	2.0	2.1	9.6	-1%	-3	-1	i	0.5	1112
CC(C)CCOc1ccc(-c2c(=O)n(OCc3ccc([N+](=O)[O-])cc3)c3ccccc3[n+]2[O-])cc1	-11%	i	15	-0.37	0.18	-0.25	-0.8	i	3	1.4	1.5	3.8	6%	26	-5	i	-1.1	1347
COCCNC(=O)NC12CC3CC(CC(C3)C1)C2	5%	i	3	1.1	-0.28	0.44	-1.7	i	46	2.5	2.6	11	-2%	-6	-2	i	1.3	1048
CC(=O)Nc1ccc(C(=O)N/N=C/c2ccccc2OCc2ccccc2)cc1	10%	i	3	0.028	-0.29	-0.3	0.64	i	35	19	20	28	6%	1	2	i	-0.4	1134
Clc1ccc(NC2=NCCCCC2)cc1	10%	i	-5	-0.95	-0.17	-0.3	0.66	i	12	4.6	2.1	8.6	0%	19	-45	i	5.0	506
Cc1cccc(C(=O)N(C)c2nnc(-c3ccncc3)s2)c1	x	i	0	0.54	1	1	0.66	i	34	4.3	1.7	0.5	x	x	x	i	x	x
CCOC12CC(C)(C)CC(C)(CC3=C1C(=O)CC(C)(C)C3)C2 (stereo unspecified)	-8%	i	4	0.11	-0.24	0.18	0.044	i	4	3.2	1.9	7.3	-1%	5	-14	i	1.5	520
Cc1oc2ccccc2c1-c1cn2c(n1)SCC2	-82%	i	-8	0.34	-0.19	0.26	0.93	i	2	3.4	2.0	6.5	14%	-3	-15	i	x	x
Cc1cc(C(=O)COC(=O)CNC(=O)c2ccccc2)c(C)n1CC1CCCO1 (stereo unspecified)	3%	i	5	0.21	-0.36	-0.51	0.26	i	46	5.2	1.6	13	5%	3	-6	i	-0.8	1063
COc1ccc2nc(-n3c(C)ccc3C)sc2c1	15%	i	3	-0.99	-0.21	-0.51	1.2	i	51	3.6	2.8	3.4	11%	-11	-8	i	4.8	1085
CCOC(=O)CSc1ncc(OC)c(=O)[nH]1	-11%	i	-1	-1.6	-0.13	-1	0.84	i	6	1.3	1.3	7.6	5%	-6	-7	i	-1.7	1165
Cc1sc2ncnc(SCc3ccc(C(=O)O)cc3)c2c1C	29%	i	-8	-0.21	-0.27	-0.65	1.2	i	33	2.0	1.7	5.8	8%	1	-15	i	5.3	1004
CCOc1ccc(NC(=S)NC(=O)/C=C/c2ccc(OC)cc2)c([N+](=O)[O-])c1	2%	i	4	0.22	-0.18	0.42	1.7	i	44	8.0	2.9	5.6	1%	4	13	i	x	x
CC1(C)Cc2c(c(N3CCOCC3)nc3snc(N)c23)CO1	7%	i	6	-1	-0.00028	-0.13	0.34	i	53	5.4	6.0	3.6	3%	25	-4	i	-0.4	1061
CCOC(=O)CCn1cc(F)c(=O)[nH]c1=O	5%	i	0	0.039	-0.3	0.2	0.038	i	22	4.3	1.6	5.9	0%	-4	-5	i	-2.8	1062
O=C(C1=C[C@@H](c2csc3ccccc23)C[C@@H](OCc2ccc(CO)cc2)O1)N1CCN(Cc2ccccc2)CC1	-5%	i	10	0.42	-0.14	0.51	-0.51	i	19	4.5	2.2	14	10%	94*	10*	i	-4.2	1147
CC1=NN(C(=O)c2ccco2)C(O)(c2ccccc2)C1 (stereo unspecified)	15%	x	x	-0.65	-0.26	-0.31	0.58	i	12	x	x	x	0%	x	x	i	-1.8	1147
COc1ccc(N=C2SC(C(=O)N3CCN(c4ccc([N+](=O)[O-])cc4)CC3)CC(=O)N2C)cc1 (stereo unspecified)	2%	i	1	-0.75	0.33	0.028	0.72	i	50	2.0	1.8	9.2	15%	2	5	i	-0.1	1568

Continuation.
SMILES	P. falciparum M17LAP	Autophagy HCS	Autophagy HCS cell loss 18 h	Dynein transport	Dynein transport cytoplasmic EGFP	Dynein transport nuclear GR-EGFP	Dynein transport cell count	T cell modulator	T cell modulator vesicle-bound %	MT stabilize HCS	MT stabilize HCS Hoechst-high %	MT stabilize HCS cytotoxicity %	P. falciparum M1AAP	WT yeast gro inh	WT yeast gro inh mutant strain	Yfh1-off respiration	b-catenin transl	b-catenin transl cell count 5 µM
CN(Cc1nc2ccccc2n1C)S(=O)(=O)c1ccc(Cl)cc1	0%	i	-6	-0.095	-0.16	-0.17	-0.44	i	2	2.4	2.4	5.5	-2%	27	24	i	x	x
CCn1cc(C(=O)NCCCN2CC(C)CC(C)C2)c(=O)c2cc(S(=O)(=O)N(C)C)ccc21 (stereo unspecified)	11%	i	-40	-0.26	-0.11	-0.11	-0.34	i	50	2.2	3.3	3.3	-2%	5	5	i	x	x
CCOc1ccc(/C=N/N(C)c2ccccc2)cc1OC	0%	i	79	1.8	-0.18	0.81	-1.2	i	38	3.5	2.2	3.2	6%	19	11	i	x	x
CCn1c(=O)c([N+](=O)[O-])c(NCCc2ccccc2)c2ccccc21	0%	i	9	-0.57	0.0022	-0.48	-0.65	i	27	2.5	2.3	7.2	2%	-8	-6	i	0.7	1056
O=C(Nc1ccc(C(=O)NC2CCCCC2)cc1)c1cncc(Br)c1	-3%	i	-5	-0.012	-0.19	0.049	0.34	i	23	3.5	1.6	6.7	-2%	-4	-6	i	-0.5	1026
CCCCCCCC(=O)NNC(=O)Cc1ccccc1	2%	i	0	-0.45	0.24	-0.26	0.15	i	53	2.0	1.0	8.6	-5%	-2	1	i	0.9	1405
CCOC(=O)N1CCC(NC(=O)C(CC(C)C)NC(=O)C2CCCCC2)CC1 (stereo unspecified)	5%	i	-2	-0.41	-0.19	0.2	0.31	i	39	2.9	2.9	6.8	3%	0	1	i	x	x
CCN(CCCNC(=O)CCCCn1c(=O)[nH]c2ccccc2c1=O)c1ccccc1	1%	i	-3	3.8	-0.15	2.8	-1.8	i	3	3.6	1.7	4.4	2%	8	4	i	-2.0	895
CCN(CC)S(=O)(=O)c1ccc(C(=O)NCC(c2cccs2)N2CCOCC2)cc1 (stereo unspecified)	2%	i	-8	-0.55	-0.22	-0.33	1.3	i	10	4.6	3.2	10	-2%	-20	-33	i	x	x
CC(C)(C)NC(=O)C(Cc1ccccc1)NS(=O)(=O)c1cccc2nsnc12 (stereo unspecified)	9%	+	19*	0.68	-0.23	0.25	0.51	i	4	2.7	2.1	4.6	11%	0	0	i	-1.2	1066
COc1ccc(-c2nc(CNS(=O)(=O)c3cc(OC)ccc3OC)cs2)cc1	7%	i	4	-0.64	-0.19	-0.13	0.9	i	28	1.4	2.6	8.0	3%	15	-4	i	-0.9	1044
